Screens as filed in PubChem.
OXTR potentiator = human OXTR potentiators, primary screen, fluorescence, CHO-OTR cells, Fluo-8 calcium. Oxytocin receptor (Homo sapiens), P30559. Fluo-8 calcium fluorescence, potentiator mode; 0% = oxytocin EC15, 100% = EC100. activation, % at 3 µM. 320,000 tested, 0.061% active;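 active means activation above that plate's cutoff, the mean activation of tested compounds plus 3 SD, cut at about 6.6% in these data, passing the limit was not always enough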;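 further: 100% uses oxytocin at 75 nM as the full agonist control; some results filed as inactive read as strong as hits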
Target sequence (P30559 whole entry, looked up): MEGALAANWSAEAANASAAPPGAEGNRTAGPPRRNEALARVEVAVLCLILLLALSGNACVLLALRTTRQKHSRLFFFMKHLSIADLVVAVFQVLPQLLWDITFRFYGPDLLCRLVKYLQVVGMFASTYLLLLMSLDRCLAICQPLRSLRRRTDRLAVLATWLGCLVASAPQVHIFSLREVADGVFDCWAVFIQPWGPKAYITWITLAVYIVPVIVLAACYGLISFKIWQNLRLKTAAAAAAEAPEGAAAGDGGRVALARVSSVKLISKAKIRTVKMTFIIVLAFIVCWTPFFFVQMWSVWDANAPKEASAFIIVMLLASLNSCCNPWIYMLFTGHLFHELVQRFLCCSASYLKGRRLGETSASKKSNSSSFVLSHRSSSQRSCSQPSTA
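Material: human OTR in CHO cells. Compound: 3.0 µM, one dose. Timing: compound 6 min at room temperature before oxytocin, 100 s read. Evaluation: % activation of max/min ratio relative to oxytocin controls. Replication: single well per compound, singlicate. Signal: Fluo-8 calcium dye fluorescence.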
CHO parental Ca = ATP-evoked calcium signal inhibitors, parental CHO, primary screen, counter-screen for OX1R antagonist project, cell-based, fluorescence, Fluo-8 calcium dye. parental CHO-K1, ATP-induced calcium, Fluo-8 fluorescence. inhibition, % at 5.6 µM. 330,000 tested, 0.63% active. AID 463079, 2010;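 active means inhibition above that plate's mean sample inhibition plus 3 SD, cut at about 26% in these data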;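 further: 0% = ATP-challenged DMSO wells and 100% = DMSO wells without ATP; some compounds past the cut are filed as inactive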
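Assay system – parental CHO cells · Reagent – ATP stimulus · Detection – intracellular calcium via Fluo-8 no-wash fluorescent dye · Evaluation – percent inhibition of ATP-evoked calcium rise, normalized to controls · Controls – ATP wells versus no-ATP DMSO wells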
CHO-K1 Ca antag = M1 antagonist counterscreen hit in parental CHO-K1 cells | 360,000 tested, 0.6% active | inhibition, % at 3 µM | ATP-induced calcium, Fluo-8 fluorescence | AID 602250;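 active means inhibition above a per-plate cutoff, the plate's mean sample inhibition plus 3 SD, cut at about 24% in these data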;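 further: 0% = DMSO plus EC80 ATP and 100% = DMSO alone without ATP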
M1 ag parental = counter-screen for M1 agonists: effect in parental CHO-K1 cells; 360,000 tested, 0.48% active; Fluo-8 calcium fluorescence; scaled to maximal ATP response, vehicle zero; activation, % at 3 µM; in the data active means activation above about 15%;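 further: untransfected CHO-K1 host cells lacking M1 receptor as counterscreen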
CHO-K1 Ca PAM = nonselective calcium activators in parental CHO-K1 cells, primary screen, counter-screen for M1 PAM project, cell-based, Fluo-8 calcium fluorescence, full deck, 1536-well; activation, % at 3 µM; ATP EC20; 0% at ATP EC20, 100% at ATP max; 360,000 tested, 0.02% active;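 active means activation above the run cutoff, the mean activation of all test compounds plus 3 SD, cut at about 40% in these data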;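 further: peak over basal fluorescence ratio in a 140 s read after ATP addition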
GPR7 antag = GPR7 receptor antagonists, primary screen, cell-based, fluorescence, single concentration. GPR7-expressing cells, fluorescence antagonist assay. inhibition, % at 4.4 µM. 290,000 tested, 1.1% active. AID 1861, 2009; in the data active means inhibition above about 16%, passing the limit was not always enough;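 further: cells stimulated with the agonist NPW; 0% = agonist with vehicle and 100% = vehicle without agonist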
Target sequence (P48145 whole entry, looked up): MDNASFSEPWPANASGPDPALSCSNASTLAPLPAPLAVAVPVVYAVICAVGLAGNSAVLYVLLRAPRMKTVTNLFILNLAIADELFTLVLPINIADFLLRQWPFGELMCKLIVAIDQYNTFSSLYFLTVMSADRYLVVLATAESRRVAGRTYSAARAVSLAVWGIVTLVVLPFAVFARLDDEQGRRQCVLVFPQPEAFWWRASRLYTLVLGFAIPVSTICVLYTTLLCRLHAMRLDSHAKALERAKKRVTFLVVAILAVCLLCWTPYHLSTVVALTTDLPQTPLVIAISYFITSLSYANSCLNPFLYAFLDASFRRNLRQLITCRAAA
TAAR1 antag = human TAAR1 antagonists, primary screen, Fluo-8 calcium fluorescence, CHO RD-HGA16 cells. Trace amine-associated receptor 1 (Homo sapiens), Q96RJ0. antagonist. inhibition, % at 3 µM. 360,000 tested, 1.5% active;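 active means inhibition above a per-plate cutoff, the mean inhibition of test compounds on that plate plus 3 SD, cut at about 49% in these data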;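 further: 0% = DMSO plus EC80 beta-PEA response and 100% = DMSO alone without agonist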
Target sequence (Q96RJ0 whole entry, looked up): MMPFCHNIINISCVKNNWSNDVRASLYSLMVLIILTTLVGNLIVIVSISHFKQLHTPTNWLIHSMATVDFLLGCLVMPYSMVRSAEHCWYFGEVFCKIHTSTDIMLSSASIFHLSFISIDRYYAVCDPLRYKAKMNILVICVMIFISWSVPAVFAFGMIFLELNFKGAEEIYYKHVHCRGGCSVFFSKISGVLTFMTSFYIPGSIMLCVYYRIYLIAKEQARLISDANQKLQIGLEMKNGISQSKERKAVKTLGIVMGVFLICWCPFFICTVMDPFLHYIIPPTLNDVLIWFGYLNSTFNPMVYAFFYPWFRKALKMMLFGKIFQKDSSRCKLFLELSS
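Material: CHO RD-HGA16 cells bearing hTAAR1; compound dosing: one-point dosing, 3 µM nominal final; schedule: dye loading 75 min at 37 °C, then 30 min room temperature; measured by: calcium fluorescence with Fluo-8; control set: vehicle and agonist controls; replication: n of 1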
OXTR ag = human OXTR agonists, primary screen, fluorescence, CHO-OTR cells, Fluo-8 calcium; Oxytocin receptor (Homo sapiens), P30559; Fluo-8 calcium fluorescence; normalized: DMSO 0%, oxytocin 100%; activation, % at 3 µM; 320,000 tested, 0.32% active; AID 2435, 2010;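 active means activation above the mean of all tested compounds plus 3 SD, cutoff set per screening run, cut at about 20% in these data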;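 further: peak over basal fluorescence ratio from a 100 s FLIPR kinetic read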
V1aR counter = agonists of human V1a receptor, primary screen, counter-screen for OXTR agonist project, fluorescence, CHO-V1R cells. Fluo-8 calcium fluorescence, agonist mode; 0% DMSO, 100% 3 nM vasopressin. 320,000 tested, 0.25% active. Vasopressin V1a receptor (Homo sapiens), P37288. activation, % at 3 µM. AID 2797, 2010;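 active means activation above the mean activation of all tested compounds plus 3 SD, per screening run, cut at about 20% in these data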;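 further: signal is peak over basal fluorescence ratio across a 100 second FLIPR read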
* = called active by the depositor; . = no result given.

The line under a structure holds: TAAR1 antag	V1aR counter	GPR7 antag	OXTR potentiator	M1 ag parental	CHO-K1 Ca PAM	CHO-K1 Ca antag	OXTR ag	CHO parental Ca
Cc1ccc(/C=C(\NC(=O)c2ccccc2)C(=O)NCC2CCCO2)o1 (stereo unspecified)
 : 6	0.4	0	4	-0.3	-2	1	0.3	-12
Cc1ccccc1C(=O)O/N=C1\CCS(=O)(=O)c2sccc21
 : 18	0.6	7	-5	0.4	-9	4	0.5	-8
C#CCSc1ncc(S(=O)(=O)c2ccccc2)c(=O)[nH]1
 : 6	0.1	-10	-2	0.2	16	-9	-0.1	-1
C[C@H]1CN(CCc2ccccc2)C(=O)[C@@H]1CC(=O)Nc1ccccc1
 : -19	.	.	.	0.8	12	-14	.	.
O=C(N/N=C/c1ccc([N+](=O)[O-])o1)c1ccccc1NS(=O)(=O)c1cccs1
 : -6	1.6	-15	-2	0.8	17	-13	0.1	-9
COC(=O)C1CCN(C(=O)NC2CCCCC2)CC1
 : -13	0.4	4	5	0.2	25	-15	0.5	-4
CCCCCc1ccc(OCCCC[n+]2ccccc2)c(CCCCC)c1
 : .	18	-20	-7	-0.5	15	-2	8.7	9
COc1ccc(Cc2nnc(NC(=O)C(C)(C)C)s2)cc1
 : 5	-0.5	-9	-11	0.3	14	-1	-2.7	-9
Cc1ccc(C(C)NC(=O)c2ccc3c(c2)OCCO3)cc1C (stereo unspecified)
 : -9	-0.3	-8	0	0.5	18	-7	-0.6	-13
Cc1cc(NC(=O)COc2ccccc2)ccc1Cl
 : -11	-0.8	-5	-3	0.9	-5	9	-2.5	-10
Cn1c(=O)c(C(=O)NCc2ccc(F)cc2)c(O)c2ccccc21
 : 10	0.8	-14	1	0.0	5	-1	-0.3	-12
CC(C)Nc1ncnc2c1ncn2[C@H]1CN(Cc2ccccc2)C[C@@H](CO)O1
 : -1	.	.	.	1.0	10	1	.	.
CCOc1ccccc1C(=O)Nc1cc(Cl)ccc1O
 : 22	2.0	-8	-12	1.6	4	3	-0.1	12
CCOC(=O)CON1C(=O)c2ccccc2C1=O
 : -2	1.2	6	-1	0.0	17	-10	0.4	-5
CCOC(=O)C(NC(C)=O)(Nc1ccc(S(N)(=O)=O)cc1)C(F)(F)F (stereo unspecified)
 : -11	-0.1	-4	-4	1.1	30	-12	-0.7	-8
Cc1ccc(-c2c(C(=O)N/N=C/c3ccc(C)o3)nnn2-c2nonc2N)cc1
 : 5	4.8	8	-10	0.4	17	-1	3.0	1
O=C(NCc1cccnc1)c1ccccc1NS(=O)(=O)c1ccc(Br)cc1
 : -11	1.9	.	-1	1.1	7	-18	4.2	-19
O=C1CCN(Cc2ccccc2)CCN1[C@H](CO)Cc1ccccc1
 : 2	0.4	0	-5	0.8	15	-15	0.3	-10
O=C(O)CCC(=O)Nc1cccc2cccnc12
 : 4	1.0	1	-14	0.4	25	-20	-0.8	-3
Nc1nc2ccccc2n1CCOc1ccc(F)cc1
 : 21	6.6	14	-4	4.6	-2	-4	6.4	-6
CCOc1ccc(S(=O)(=O)N2CCN(c3ccccc3)CC2)c2cccnc12
 : -6	2.8	1	-4	4.1	18	-8	0.1	-21
Cc1ccc(C)c(NC(=O)CN(C)C(=O)c2ccc(-c3ccc(Cl)cc3)o2)c1
 : -2	-1.5	.	0	-0.3	-11	6	-1.1	-21
CC(Sc1nnc(-c2ccco2)n1C)C(=O)Nc1ccc(N2CCOCC2)cc1 (stereo unspecified)
 : -11	.	.	.	-0.2	-22	8	.	.
C=CCC[C@H](Cc1ccc(F)cc1)C(=O)OC[C@@H](NC(=O)[C@H](CC=C)CC(=O)NCCO)C(C)(C)C
 : 9	-0.3	.	-1	0.7	14	-12	-0.1	-28
FC(F)(F)c1ccccc1-n1c(-c2ccco2)n[nH]c1=S
 : 2	-0.8	-8	-10	-0.1	-12	-6	-0.6	-6
O=c1c2[nH]c3ccc(F)cc3c2ncn1CCC1=CCCCC1
 : 6	-0.4	-7	-2	0.0	8	-5	0.9	-13
CCOc1ccc(NC(c2ccccc2)P(=O)(OC)OC)cc1 (stereo unspecified)
 : -14	1.6	-13	-2	0.6	6	-8	1.9	-9
Cc1nc(/N=C\N(C)C)sc1C(=O)Nc1ccccc1
 : 9	0.5	-15	0	0.8	14	-4	0.8	2
CCOc1ccc(Cl)cc1S(=O)(=O)N1CCC(C(=O)NCc2ccncc2)CC1
 : -19	2.5	-5	-3	0.7	14	-3	1.8	0
Cc1ccc(SC(C)c2nc(-c3ccncc3)no2)cc1 (stereo unspecified)
 : 0	1.7	12	-5	0.2	5	2	-0.6	-14
C/C(CC(=O)Nc1ccccc1)=N\NC(=O)COc1ccc(C)cc1Br
 : -11	0.0	-2	-6	2.7	18	-12	-0.9	-26
N#CCC(=O)Nn1c(=S)[nH]c2ccccc2c1=O
 : -13	0.8	-16	2	0.4	8	-4	0.1	0
NC(=O)C1CCN(c2cc(N3CCOCC3)ccc2[N+](=O)[O-])CC1
 : -6	-0.2	-11	-2	-0.2	-1	-1	0.2	-2
Cn1c(NC(=O)COc2ccccc2)cc(=O)n(C)c1=O
 : 0	-0.3	6	-1	0.8	3	-7	1.1	-5
O=c1c2ccccc2sn1-c1ccccc1
 : 50*	6.2	-4	-16	0.0	-18	24	5.1	48*
CCOC(=O)C(=Cc1ccccc1)C(=O)c1ccccc1
 : -20	.	.	.	-0.3	3	1	.	.
NS(=O)(=O)c1ccc(NC(=O)Cc2c(F)cccc2Cl)cc1
 : 4	0.5	-11	8	0.1	2	8	0.2	1
COc1ccc(N2CCN(C(=O)C3CCCN(S(=O)(=O)c4c(C)noc4C)C3)CC2)cc1 (stereo unspecified)
 : -23	0.6	0	-4	0.6	-8	3	-0.1	-6
C[C@H](CO)N1C[C@H](C)[C@@H](CN(C)C(=O)Nc2ccc3c(c2)OCO3)Oc2ccc(NC(=O)CCC(F)(F)F)cc2C1=O
 : 14	-0.5	.	0	1.2	15	-12	-0.2	1
O=S(=O)(c1ccc(NC(=S)N2CCOCC2)cc1)N1CCCCC1
 : -9	.	.	.	1.2	22	-11	.	.
Cc1cc(C(=O)NCc2ccc(C(=O)O)o2)c(C)o1
 : .	-0.8	-1	-5	0.3	3	-17	-0.2	6
CC(C)C[C@H](NC(=O)N1CC(=O)Nc2ccccc21)C(=O)N1CCC[C@H]1C(=O)O
 : 11	0.5	-6	0	0.0	4	7	0.5	-2
COc1ccc(S(=O)(=O)N2CCC(C(=O)Nc3ccc(OC)c(OC)c3)CC2)cc1C
 : -9	-0.5	-9	-15	-0.1	14	-10	-0.6	-7
CC(C)C(=O)Nc1nnc(SCC(=O)NCC2CCCO2)s1 (stereo unspecified)
 : 3	0.3	-8	6	-0.1	-4	-1	0.9	5
CSc1ccc(C(=O)C2CCCN(C(=O)c3cccnc3SC)C2)cc1 (stereo unspecified)
 : 7	8.2	-8	-7	7.0	-6	-3	7.7	-7
Cc1cccc(N2CCN(Cc3ccc(Br)o3)CC2)c1C
 : 13	0.0	-15	-11	0.3	8	-4	-2.4	-18
Cc1ccc(NC(=S)NCCSc2ccc(Cl)cc2)c(C)c1
 : 30	1.1	-8	-9	2.3	-5	-4	-2.2	-16
CCOC(=O)N1CCN(C(=O)COC(=O)Cc2ccc(Cl)cc2)CC1
 : -11	0.6	-8	-2	1.1	12	-16	1.2	-8
CCOc1ccc(CCNC(=O)c2ccc(CS(=O)Cc3ccc(Cl)cc3)o2)cc1 (stereo unspecified)
 : 20	7.0	-6	-12	9.6	15	-13	5.1	-30
c1ccc(C(c2ccccc2)c2nc(-c3cccnc3)no2)cc1
 : -21	0.0	-17	2	0.3	16	-26	-1.2	-28
COC(=O)C1=C[C@@H](C(=O)OC)[C@@H]2C3=C(C(=O)[C@@]2(C)NC(=O)c2ccccc2)[C@H](c2ccccc2)n2c(=O)n(-c4ccccc4)c(=O)n2[C@@H]3C1
 : .	0.6	.	-4	.	.	.	0.0	-21
Cc1ccc(/C=C/C(=O)OC(C)C(=O)Nc2ncc(Cl)cc2Cl)o1 (stereo unspecified)
 : 1	0.8	-1	5	0.4	15	-4	1.4	-8
Cc1c(N(C)C(=O)COc2ccc3ccccc3c2)c(=O)n(-c2ccccc2)n1C
 : -4	0.3	-11	-8	-0.4	-2	-6	-0.3	4
CCOC(=O)c1c(C)n(CC(O)c2ccccc2)c2ccc(O)cc12 (stereo unspecified)
 : 39	2.4	-4	-20	3.1	12	-2	-0.1	-20
CC(=O)NCCC(=O)Nc1nc(-c2ccc3ccccc3c2)cs1
 : -21	.	4	.	3.4	2	-14	.	.
O=[N+]([O-])c1ccc2nc(-c3ccccc3)oc2c1
 : 11	-0.6	-11	-12	0.0	14	-3	-2.6	-11
CCOC(=O)c1ccccc1NC(=O)CSc1ccc(-c2ccccn2)nn1
 : -24	8.0	-2	0	0.2	8	-7	-0.3	-31
CC1CC(C)CN(C(=O)c2ccc(S(=O)(=O)N3CCCC3)cc2)C1 (stereo unspecified)
 : -12	0.6	8	-14	1.5	1	-8	0.2	1
O=C(c1ccc(Cl)cc1)c1cccc(O)c1
 : 3	.	.	.	-0.4	6	-8	.	.
CC(/C=N/NC(=O)CCn1nnc2ccccc21)=C\c1ccccc1
 : 3	0.6	-2	-6	1.0	2	-3	-1.0	-14

3 entries already listed, ordered by the value under TAAR1 antag, descending:
Molecule	TAAR1 antag	GPR7 antag	OXTR potentiator
O=C(c1ccc(Cl)cc1)c1cccc(O)c1	3	.	.
Cc1c(N(C)C(=O)COc2ccc3ccccc3c2)c(=O)n(-c2ccccc2)n1C	-4	-11	-8
c1ccc(C(c2ccccc2)c2nc(-c3cccnc3)no2)cc1	-21	-17	2

Remaining list, next part.
The line under a structure holds: TAAR1 antag	V1aR counter	GPR7 antag	OXTR potentiator	M1 ag parental	CHO-K1 Ca PAM	CHO-K1 Ca antag	OXTR ag	CHO parental Ca
COc1c(Cl)ccc(Cl)c1C(=O)NCc1ccco1
 : -14	-0.1	4	0	0.3	14	-4	1.1	-2
COc1ccc(OC)c(NC(=O)COC(=O)COc2c(Cl)cc(Cl)c3ccc(C)nc23)c1
 : -4	0.5	.	-10	-0.2	-17	13	0.9	-14
CCc1c(C)c(C#N)c2nc3ccccc3n2c1NCc1ccccn1
 : 4	-1.5	-8	-6	0.8	4	-3	-2.6	-16
COc1ccc(CSc2nnc(-c3ccncc3)n2N)cc1
 : -10	0.7	-2	2	0.7	-9	-7	0.3	-3
